# Assay outcomes as filed in PubChem BioAssay.
# FEN1 inhibitor: blocks human flap endonuclease 1. P39748. Recombinant FEN1 flap cleavage, fluorescence, 15 min. Potency, µM (doses to about 114 µM), without a hit: top-dose activity change, negative = inhibition, hits mostly inhibitors. 0.35% of 390,000 active. AID 588795; further: nearly all actives have a fitted effect of over 65% in size
# Target sequence (P39748 whole entry, looked up): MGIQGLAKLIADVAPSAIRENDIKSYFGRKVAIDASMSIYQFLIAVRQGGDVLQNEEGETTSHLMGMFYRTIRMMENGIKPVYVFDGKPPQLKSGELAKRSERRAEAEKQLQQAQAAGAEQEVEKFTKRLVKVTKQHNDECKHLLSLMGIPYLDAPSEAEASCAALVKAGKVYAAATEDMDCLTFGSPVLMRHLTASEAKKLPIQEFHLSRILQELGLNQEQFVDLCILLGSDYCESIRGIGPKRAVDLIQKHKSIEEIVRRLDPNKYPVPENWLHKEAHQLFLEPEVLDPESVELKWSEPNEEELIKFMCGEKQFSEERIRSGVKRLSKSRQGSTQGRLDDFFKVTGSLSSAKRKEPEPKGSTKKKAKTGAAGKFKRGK
#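 Potency values derive from four-parameter Hill fits of normalized qHTS data. The reaction used 10 nM FEN1 preincubated 15 min at room temperature with compound, then 50 nM DNA substrate, read at 0 and 15 min.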
# N370S GC mod: N370S glucocerebrosidase modulation, Gaucher chaperone candidate; N370S GC spleen homogenate, 4MU-glucoside fluorescence; P04062; AID 2101; 0.092% of 330,000 active; Potency, µM (series often up to 59.4 µM), for the others: at the top dose activity change, negative = inhibition, hits mostly inhibitors;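 further: 0% = full enzyme activity and -100% = no enzyme basal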
# TDP1 inh: inhibitors of human tyrosyl-DNA phosphodiesterase TDP1; Q9NUW8; 0.28% of 350,000 active; AID 485290; recombinant TDP1, AlphaScreen DNA substrate cleavage; Potency, µM (highest dose often 130 µM), inactives show at the top dose activity change, negative = inhibition, actives largely listed as inhibitors; further: nearly all actives have a fitted effect of over 40% in size
# Target sequence (Q9NUW8 whole entry, looked up): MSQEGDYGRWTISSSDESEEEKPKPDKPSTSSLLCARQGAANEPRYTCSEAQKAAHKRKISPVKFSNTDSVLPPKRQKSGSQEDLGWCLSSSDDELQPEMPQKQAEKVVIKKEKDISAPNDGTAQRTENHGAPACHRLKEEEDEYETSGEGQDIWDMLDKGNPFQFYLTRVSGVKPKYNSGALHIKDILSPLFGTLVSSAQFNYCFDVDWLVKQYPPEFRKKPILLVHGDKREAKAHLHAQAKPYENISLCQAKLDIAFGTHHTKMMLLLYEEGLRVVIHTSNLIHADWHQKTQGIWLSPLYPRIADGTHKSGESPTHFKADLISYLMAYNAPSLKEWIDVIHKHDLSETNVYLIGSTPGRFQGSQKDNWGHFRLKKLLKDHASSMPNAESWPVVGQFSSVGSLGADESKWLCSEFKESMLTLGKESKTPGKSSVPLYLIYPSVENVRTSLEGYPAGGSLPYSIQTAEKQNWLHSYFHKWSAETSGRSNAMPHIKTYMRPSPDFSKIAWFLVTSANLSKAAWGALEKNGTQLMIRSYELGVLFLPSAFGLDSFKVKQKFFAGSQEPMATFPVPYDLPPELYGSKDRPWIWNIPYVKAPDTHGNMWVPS
#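 Here, a 5' biotin and 3' phosphotyrosine-FITC DNA oligonucleotide reports Tdp1 activity: intact substrate bridges AlphaScreen beads, while cleavage leaves a 3' phosphate and drops signal. All incubations at room temperature.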
# An asterisk follows results filed as active; u = inconclusive; x = not tested or not shown; & = joins results of further samples; [ ] = another dose, or the depositor's remark. The call rests on the fitted dose curve; in most records, active means well fitted curve in the direction sought with a large enough effect; inconclusive means small, poorly fitted or top-dose-only effect, or another doubt; inactive means no such curve, though single readings can be large; an effect the other way counts as inactive or inconclusive. Unless noted, on the % scale 0 is the no-effect control and ±100 the full control effect; potency means the concentration at half of the fitted maximal effect.
SMILES	FEN1 inhibitor	N370S GC mod	TDP1 inh
N#Cc1cccc(Cn2nnc(-c3ccccc3)n2)c1	-20%	12%	0%
COc1cccc(NC(=O)C2CCCN(S(=O)(=O)c3ccc(-n4cnnn4)cc3)C2)c1 (stereo not given)	0%	2%	0%
CCCCn1c(=O)cc(N2CCOCC2)[nH]c1=O	-13%	5%	-3%
COc1ccc(C2=CC(c3ccccc3Cl)n3nc(-c4ccc(C)cc4)nc3N2)cc1 (stereo not given)	-26%	x	5%
Cc1cccc(OCCCC(=O)Nc2ccc(Br)cc2)c1	-10%	9%	1%
CC(=O)c1ccc(NC(=O)c2cc(C)no2)cc1	-3%	-5%	x
O=[N+]([O-])c1ccc(Cl)c(/C=N/NC(=S)Nc2ccccc2)c1	-5%	-1%	8%
Cc1nc2ccc(NC(=O)c3sccc3C)cc2s1	-3%	6%	6%
O=c1cc(-c2ccccc2)nc2nc(-c3ccccc3)[nH]n12	-3%	1%	5%
Cc1ccc(C(=O)NCC(=O)OCC(=O)c2cccc3ccccc23)cc1	-6%	x	0%
O=C(COc1coc(CN2CCN(c3ccccc3F)CC2)cc1=O)NCC1CCCO1 (stereo not given)	-3%	-1%	1%
COC(=O)c1sccc1NC(=O)c1cc(-c2ccc(C)cc2)nc2ccccc12	-1%	3%	3%
COCCNC(=S)N(CCc1c(C)[nH]c2ccc(C)cc12)Cc1ccco1	u	-6%	8%
O=C(CSc1nnc(Nc2ccccc2)s1)Nc1cccnc1Cl	-9%	-8%	2%
CCOC(=O)N1CCc2c(sc(NC(=O)C3=COCCO3)c2C(N)=O)C1	-16%	-3%	2%
CCc1c(C)n([O-])c2c([n+]1=O)CCC2	8%	-1%	2%
CC(C)COc1ccc(C(=O)N/N=C/c2ccoc2)cc1	22%	-6%	-1%[56.1 µM]
COc1ccc(S(=O)(=O)CCC(=O)NCCc2ccc(Cl)cc2)cc1	1%	1%	1%
CCc1ccc(-c2nc(CN3CCCC(C(=O)NCc4ccc(C)cc4)C3)c(C)o2)cc1 (stereo not given)	15%	x	2%
CCCNC(=O)C1(CC2CC(c3ccccc3)=NO2)CCN(C(=O)c2ccccc2)CC1 (stereo not given)	-2%	-19%	1%
COc1ccc(C2=NS(=O)(=O)N(C)C(C(=O)NCc3ccco3)=C2)cc1OC	1%	-20%	x
CC(=O)c1cnc2ncnn2c1C	47%[activator]	-17%	3%
O=C1CC(=C(c2ccccc2)c2ccccc2)C(=O)N1CCCN1CCN(c2cccc(Cl)c2)CC1	-2%	-10%	7%
CN(C(=O)c1ccc(NC(=O)Cc2ccc(NC(=O)C3CCCN(C(=O)C4CC4)C3)cc2)cc1)C1CC1 (stereo not given)	0%	x	4%
Cc1cccc(OCC(=O)N/N=C/c2sc(=O)n(Cc3cccc(C(=O)O)c3)c2Cl)c1	0%	0%	-5%
C[C@H](CO)N1C[C@H](C)[C@@H](CN(C)S(=O)(=O)c2ccc(F)cc2)Oc2ccc(NC(=O)Cc3cn(C)c4ccccc34)cc2C1=O	-11%	x	5%
COc1ccc(N2CC(C(=O)Nc3ccc(S(=O)(=O)Nc4nccs4)cc3)CC2=O)c(OC)c1 (stereo not given)	-8%	x	0%
COC(=O)C1(C)CCc2cc(OC)ccc2C1=O (stereo not given)	-3%	-4%	3%
O=C(CCCN=C1NS(=O)(=O)c2ccccc21)OCC(=O)c1ccc(F)cc1	-5%	-6%	x
Clc1ccc(CN2CCCCCCC2)cc1	-6%	-4%	-3%
O=C(CSc1nnc(-c2ccccc2F)n1C1CC1)Nc1ccc2[nH]c(=O)[nH]c2c1	u	1%	5%
COC(=O)c1cc2oc3ccccc3c2n1Cc1ccccn1	4%	6%	-4%
CCn1c(COc2ccccc2C)nc2ccccc21	-13%	9%	2%
O=C(CNC(=O)c1ccco1)NCC(=O)OCc1c(F)cccc1Cl	8%	-3%	4%[56.1 µM]
COc1ccc(OC)c(NC(=O)COC(=O)Cc2ccc(Br)cc2)c1	-5%	1%	5%
CC(=O)c1cccc(S(=O)(=O)NCCc2csc3nc(-c4ccc(F)cc4)nn23)c1	-13%	x	0%
CCOc1ccccc1NC(=O)CN1C(=O)C2(SCC(=O)N2c2cccc(F)c2)c2ccccc21 (stereo not given)	-2%	x	2%
COc1ccc(OC)c(C(=O)NC(CC(N)=O)c2ccc(NCCOc3ccccc3)c([N+](=O)[O-])c2)c1 (stereo not given)	-21%	-14%	x
CCN(CC)CCNC(=O)c1ccc(Cn2c(SCc3ccccc3)nc3cccnc32)cc1	20%	x	4%
Cc1ccccc1-c1nc2ccccc2c(=O)n1C1CCS(=O)(=O)C1 (stereo not given)	-7%	-5%	5%
CCN(CC)C(=O)CSc1nc(O)cc(=O)n1C	-12%	22%	-8%
CNC(=S)N(Cc1ccc(OC)cc1)Cc1cc2cccc(C)c2[nH]c1=O	-11%	13%	-5%
CCn1c(SCC(=O)N2CCN(c3ccccc3)CC2)nnc1-c1ccncc1	x	1%	7%
COc1ccc(NC(=O)NNC(=O)COc2ccc([N+](=O)[O-])c(C)c2)cc1OC	2%	-11%	2%
Cc1ccc(NC(=O)CC(=O)c2ccccc2)cc1C	-11%	10%	-1%
O=c1cc(N2CCOCC2)c2ccccc2o1	7%	13%	1%
COC(=O)c1ccc(CSc2ccc3nnc(-c4ccc(OC)cc4)n3n2)o1	x	u	-3%
CS/C(=N\S(=O)(=O)c1cccs1)Nc1ccc(Cl)cc1	-6%	-19%	0%
CCOC(=O)N1CCc2c(sc3c2c(=O)n(-c2ccc(CC)cc2)c(=O)n3Cc2cccc(OC)c2)C1	-8%	x	4%
COCCCN1C(=O)C(=O)/C(=C(/O)c2ccc3c(c2)OCCO3)C1c1ccc(C(=O)OC)cc1 (stereo not given)	0%	-6%	-5%
CCOC(=O)COc1ccccc1/C=N/O	-1%	14%	-10%
Nc1nnc(CSCc2cccc(Br)c2)s1	14%	6%	6%
NC(=O)COc1ccc2oc(=O)cc(-c3cc4ccccc4o3)c2c1	u	-3%	-4%
O=C(OCCN=C1NS(=O)(=O)c2ccccc21)c1cccs1	-5%	-6%	2%
Cc1ccc(OCCNS(=O)(=O)c2ccc(N3CCCC3=O)cc2)cc1	7%	0%	-2%
COc1ccc(C(=O)Nc2nc(-c3ccc(S(=O)(=O)N4CCOCC4)cc3)cs2)cc1	3%	-19%	5%
Cc1cc(C)nc(Sc2ccc3nnnn3n2)n1	-4%	4%	2%
CC(=O)c1nnn(-c2cccc([N+](=O)[O-])c2)c1C	8%	1%	4%
Cc1nn(C(=O)c2ccc3c(c2)OCO3)c(N)c1-c1ccccc1	5%	-15%	10%
CC1(c2ccc(Cl)cc2)NC(=O)N(CC(=O)NCCC2=CCCCC2)C1=O (stereo not given)	21%	x	0%

# The list goes on.
SMILES	FEN1 inhibitor	N370S GC mod	TDP1 inh
CN(c1ccccc1)S(=O)(=O)c1cccc(C(=O)NCc2ccccc2CN2CCCC2)c1	-14%	x	0%[56.1 µM]
CCOC(=O)N1CCC(N2C(=O)c3ccccc3C2Nc2ccc(S(=O)(=O)N3CCOCC3)cc2)CC1 (stereo not given)	15%	-6%	5%
Cc1cnn(Cc2ccccc2)c1N	-3%	-14%	5%
COc1cc(C(=O)N2CCc3c([nH]c4ccccc34)C2c2ccc(F)cc2)cc(OC)c1OC (stereo not given)	4%	x	8%
CCC(C(=O)NCCc1cc(OC)ccc1OC)n1nc(C)c2c(C)n(-c3ccccc3)nc2c1=O (stereo not given)	7%	x	3%
CCCn1c(C(O)c2cc(OC)c(OC)c(OC)c2)nc2ccccc21 (stereo not given)	-12%	-3%	1%
C[C@H](NC(=O)N1CCn2c1nc1ccccc12)C(=O)NCc1ccco1	13%	-7%	3%
COc1ccc(S(=O)(=O)NCCS(=O)(=O)N2CCN(c3ccccc3)CC2)cc1OC	3%	x	7%
COc1ccc(C2(C)NC(=O)N(CC(=O)Nc3ccc4c(c3)CCC4)C2=O)cc1OC (stereo not given)	-3%	x	0%[56.1 µM]
O=C(COC(=O)c1cccc(F)c1)NC(=O)NCc1ccccc1	13%	x	-9%
CC1CN(C(=O)c2cc3cc([N+](=O)[O-])ccc3s2)CC(C)O1 (stereo not given)	3%	-3%	6%
Cc1ccc(NC(=O)CN2C(=O)NC(Cc3ccccc3)C2=O)cc1Cl (stereo not given)	-3%	x	-1%
COc1ccc(/C(O)=C2/C(=O)C(=O)N(CCCN(C)C)C2c2cccnc2)cc1 (stereo not given)	x	-25%	-4%
COc1ccc(C(=O)OCc2c(-c3ccccc3)ncc3ccccc23)cc1	-4%	x	-4%
Cc1cccc(N2CCN(C(=O)c3cccc(N4C(=O)C5C6C=CC(C6)C5C4=O)c3)CC2)c1C (stereo not given)	-23%	2%	1%

# In the list so far, these have bromine:
SMILES	FEN1 inhibitor	N370S GC mod	TDP1 inh
Cc1cccc(OCCCC(=O)Nc2ccc(Br)cc2)c1	-10%	9%	1%
COc1ccc(OC)c(NC(=O)COC(=O)Cc2ccc(Br)cc2)c1	-5%	1%	5%
Nc1nnc(CSCc2cccc(Br)c2)s1	14%	6%	6%

# The listing continues.
SMILES	FEN1 inhibitor	N370S GC mod	TDP1 inh
OCC[C@@H]1C[C@@H](O)[C@H](O)[C@]2(Cc3ccccc3O2)O1	-5%	2%	x
O=C1CN(C(=O)c2ccccc2F)C(c2ccccc2)c2cc(Cl)ccc2N1 (stereo not given)	8%	-8%	x
COc1cc(/C=N/NC(=O)c2nnn(-c3nonc3N)c2C(C)C)ccc1O	-5%	-18%	4%
O=C1c2ccccc2C(Nc2cccc(C(F)(F)F)c2)N1Cc1ccco1 (stereo not given)	-23%	17%	5%
COc1cc(S(N)(=O)=O)c(OC)cc1N	18%	-7%	0%
O=C1C2Cc3c([nH]c4ccccc34)C(c3ccccc3)N2C(=O)C2Cc3c([nH]c4ccccc34)C(c3ccccc3)N12 (stereo not given)	x	4%[12.8 µM]	7%[21 µM]
CN(C(=O)CN(CCO)CC(=O)N(C)C(C)(C)Cc1ccccc1)C(C)(C)Cc1ccccc1	-1%	-20%	-7%&9%[56.1 µM]
O=C(COC(=O)CN1C(=O)C2CCCCC2C1=O)Nc1cc(F)ccc1F (stereo not given)	-3%	-7%	-5%
Cc1csc(Sc2ccc(S(=O)(=O)N3CCCC3)cn2)n1	4%	-9%	3%
CCC1OC(=O)C(C)[C@@H](O[C@H]2C[C@@](C)(OC)C(O)C(C)O2)C(C)[C@@H](O[C@@H]2OC(C)CC(N(C)C)C2O)[C@@](C)(O)CC(C)CN(C)C(C)C(O)[C@]1(C)O (stereo not given in full)	x	-4%	-8%[56.1 µM]
N#C/C(=C(/O)COC(=O)c1ccc(Cl)c(S(=O)(=O)N2CCOCC2)c1)c1nc2ccccc2[nH]1	-1%	3%	7%
COc1ccc(C(CC(=O)NCc2ccc(Cl)cc2)N2Cc3ccccc3C2=O)cc1OC (stereo not given)	-2%	x	3%
Cc1ccc(S(=O)(=O)NCCNC(=O)C2CCCNC2=O)cc1 (stereo not given)	12%	0%	3%
Cc1cc(O)c(C(c2ccccc2Cl)N2CCCCC2)c(=O)n1Cc1ccco1 (stereo not given)	-4%	x	5%
COc1ccc(-c2noc(CCC(=O)Nc3cccc(C)c3C)n2)cc1OC	0%	x	2%

# Reprinted from the part before: 3 compounds; new compounds follow.
SMILES	FEN1 inhibitor	N370S GC mod	TDP1 inh
Cc1ccc(S(=O)(=O)NCCNC(=O)C2CCCNC2=O)cc1 (stereo not given)	12%	0%	3%
Cc1cc(O)c(C(c2ccccc2Cl)N2CCCCC2)c(=O)n1Cc1ccco1 (stereo not given)	-4%	x	5%
COc1ccc(-c2noc(CCC(=O)Nc3cccc(C)c3C)n2)cc1OC	0%	x	2%
Nc1ncnc2c1ncn2[C@@H]1O[C@H](CNC(=O)[C@@H](N)Cc2ccc(C(F)(F)F)cc2)[C@@H](O)[C@H]1O	-6%	x	1%[56.1 µM]
O=C(CCS(=O)(=O)c1cc2c(cc1Cl)NC(=O)CO2)NCc1ccccc1Cl	-8%	x	-4%
CC[C@]12c3[nH]c4ccc(Cl)cc4c3CCN1C(=O)[C@@H](CC(=O)NCCCN(C)C)C[C@@H]2C(=O)N1CCN(C(=O)C2CC2)CC1	-3%	x	0%[56.1 µM]
S=C(Nc1ccccc1Cl)N(Cc1ccccc1)Cc1ccccn1	-3%	21%	5%
Cn1c2ccc(F)cc2c2ncn(CCCN(CCO)CCO)c(=O)c21	-15%	-1%	-1%
